Compound activity deposited in PubChem BioAssay by National Center for Advancing Translational Sciences (NCATS).
KCNH2 WT inh: blocks the wildtype human KCNH2 potassium channel; U2OS, BacMam KCNH2, thallium flux FluxOr; stronger effect = lower value; 340,000 tested, 0.37% active; Q12809; AID 720551; activity change, % at 1.84 µM;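 active means maximum activity change below -70%; inconclusive means maximum activity change between -70% and -50%; inactive means maximum activity change above -50%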; further: on the % scale 0 is the no-effect control and ±100 the full control effect
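U2OS cells transduced with wild-type KCNH2 virus are loaded with FluxOr dye for 45 min, and thallium flux is measured in kinetic reads before and after stimulation buffer. Rate constants are normalized to DMSO controls.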
TSHR antag: human thyrotropin receptor antagonism; P16473; TSHR-expressing cells, TSH-stimulated cAMP HTRF, 2 h; stronger effect = lower value; 330,000 tested, 0.2% active; AID 504810; activity change, negative = inhibition, % at 11.5 µM;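 active means activity change below a set negative limit, meaning inhibition stronger than a set level, cut at about -70% in these data; inconclusive means activity change between two set negative limits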; further: on the % scale 0 is the no-effect control and ±100 the full control effect
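Cell-based HTRF cAMP assay; TSHR cells + compound, TSH EC80 (4nM final), 2 h, 37 deg C. Lysis with anti-cAMP cryptate and cAMP-d2, 30 min RT, read 665/620 nm.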
TRPV1 agonist: agonists of human vanilloid receptor 1 (TRPV1). activation, % at 8.33 µM. AID 540275. 320,000 tested, 0.19% active. TRPV1-expressing cells, Fluo-8 calcium influx, agonist mode; in the data active means activation above about 80%; inconclusive means between about 30% and that limit; further: 0% is about no effect
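Fluo-8 calcium influx in TRPV1-expressing cells, kinetic read (ex 480/em 520 nm). Compound added and read 3 min for agonist activity, followed by capsaicin at EC20 final and 2 min further read for enhancement.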
Eya2 phos inh: inhibitors of human Eya2 phosphatase activity; recombinant Eya2, OMFP fluorescence dephosphorylation (OMFP is methylfluorescein phosphate); O00167; Potency, µM (series often up to 76.9 µM), without a hit: at the highest dose activity, negative = inhibition, actives largely listed as inhibitors; 330,000 tested, 0.006% active; further: potency means the concentration at half of the fitted maximal effect; on the % scale 0 is the no-effect control and ±100 the full control effect
Target sequence (O00167 whole entry, looked up): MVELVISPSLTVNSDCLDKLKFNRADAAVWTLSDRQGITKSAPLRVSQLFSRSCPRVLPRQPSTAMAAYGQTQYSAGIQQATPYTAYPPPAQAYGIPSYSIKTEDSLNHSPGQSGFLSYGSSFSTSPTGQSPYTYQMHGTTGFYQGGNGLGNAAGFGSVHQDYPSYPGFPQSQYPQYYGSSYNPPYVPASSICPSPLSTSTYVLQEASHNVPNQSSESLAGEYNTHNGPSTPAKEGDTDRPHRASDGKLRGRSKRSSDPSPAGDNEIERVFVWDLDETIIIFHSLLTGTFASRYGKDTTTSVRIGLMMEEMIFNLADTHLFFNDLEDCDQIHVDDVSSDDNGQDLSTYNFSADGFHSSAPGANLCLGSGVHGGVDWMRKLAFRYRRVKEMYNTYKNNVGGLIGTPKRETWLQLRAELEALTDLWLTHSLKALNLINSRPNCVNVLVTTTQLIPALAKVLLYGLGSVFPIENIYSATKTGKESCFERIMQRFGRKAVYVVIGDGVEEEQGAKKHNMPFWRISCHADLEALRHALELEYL
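Eya2 (0.2 uM) preincubated 10 min at ambient with compound, then OMFP substrate added at 50 uM; 10 min reaction in 50 mM HEPES pH 7.5, 50 mM NaCl, 5 uM MgCl2, 0.05% BSA, 1 mM DTT. Fluorescence read at Ex 485/Em 525 nm.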
USP2a block: blocks human ubiquitin-specific protease USP2a | USP2 core, Ub-CHOP2 coupled fluorogenic reporter, 485/531 | Potency, µM (highest dose often 38.3 µM), for the others: at the top dose activity change, negative = inhibition, usual class: inhibitors | AID 463254 | 330,000 tested, 0.01% active;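 further: potency means the concentration at half of the fitted maximal effect; plate controls were DMSO wells for no effect and full inhibition by NEM control for full effect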
Target sequence (O75604 whole entry, looked up): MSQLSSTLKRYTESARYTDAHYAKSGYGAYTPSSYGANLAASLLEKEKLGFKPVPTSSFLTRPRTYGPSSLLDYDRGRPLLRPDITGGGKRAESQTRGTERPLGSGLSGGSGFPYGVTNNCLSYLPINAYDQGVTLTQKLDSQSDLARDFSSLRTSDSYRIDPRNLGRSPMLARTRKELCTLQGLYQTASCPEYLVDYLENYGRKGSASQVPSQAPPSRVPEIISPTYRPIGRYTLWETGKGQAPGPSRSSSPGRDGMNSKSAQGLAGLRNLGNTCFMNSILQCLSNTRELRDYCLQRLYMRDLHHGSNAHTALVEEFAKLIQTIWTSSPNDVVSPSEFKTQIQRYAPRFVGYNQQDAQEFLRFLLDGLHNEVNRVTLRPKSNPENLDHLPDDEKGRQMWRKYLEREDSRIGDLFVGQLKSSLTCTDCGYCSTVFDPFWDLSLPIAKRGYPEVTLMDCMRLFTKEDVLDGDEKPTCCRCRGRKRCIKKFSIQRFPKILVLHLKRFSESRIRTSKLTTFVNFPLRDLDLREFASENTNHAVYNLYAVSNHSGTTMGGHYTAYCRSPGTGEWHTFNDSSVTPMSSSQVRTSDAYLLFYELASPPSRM
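Deubiquitinase activity read as fluorescence (485/531 nm) after Ub-CHOP2 cleavage activates the enterokinase reporter on its substrate; USP2 core 10nM, Ub-CHOP2 and substrate 25nM each, 30min compound preincubation then 60min RT; data normalized to NEM, curves fitted.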
KCNH2 3.1 inh: KCNH2 3.1 (human) potassium channel inhibition | U2OS KCNH2 3.1, thallium flux FluxOr; stronger effect = lower value | activity change, % (tested at about 1.8 µM) | 340,000 tested, 0.95% active;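 active means maximum activity change below -70%; inconclusive means maximum activity change from -70% to -50%; inactive means maximum activity change above -50%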;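 further: thallium influx rate constant from kinetic fluorescence after stimulation buffer; on the % scale 0 is the no-effect control and ±100 the full control effect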
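Measured as rate of thallium-driven FluxOr signal in transduced U2OS cells carrying the 3.1 channel, read kinetically for 2 min upon stimulation; values are rate constants scaled to DMSO control wells.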
Mito fusion act: blocks mitochondrial division or promotes mitochondrial fusion; 320,000 tested, 0.23% active; S. cerevisiae fusion-defective mutant growth rescue, CellTiterGlo 48 h; Potency, µM (series often up to 46.1 µM), for inactives: top-dose growth rescue (activation), actives largely listed as activators;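 further: potency means the concentration at half of the fitted maximal effect; % of control where 0% means no effect; nearly all actives have a fitted effect of over 45% in size; temperature-sensitive fusion mutants such as fzo1-1 at 37 °C on non-fermentable ethanol glycerol medium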
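Compounds are tested for their ability to restore growth of mitochondrial fusion-defective yeast strains at non-permissive 37C in YPEG medium over 48 hours. Viability is quantified by luciferase luminescence.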
TCR act: activates T cell receptor signaling. primary human leukocytes, anti-CD3, IL-2 HTRF, 48 h. Potency, µM (titrated, usually from 9.22 µM), for inactives: top-dose activation of IL-2 secretion, actives largely listed as activators. 330,000 tested, under 10 active; further: % of control where 0% means no effect
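Readout: HTRF IL-2, Eu-cryptate/d2 antibody pair, 320nm excitation, 665nm emission. Stimulus: a-CD3 beads, no co-stimulation. Cells: primary human leukocytes. Exposure: 48 hr with compound.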
ELG1 repair inh: ELG1-dependent DNA repair inhibition; HEK293T ELG1-luciferase reporter, luminescence, 16 h; DNA damage induced by 5-fluorouridine; Potency, µM (top dose mostly 46.1 µM), inactives show at the top dose activity change, negative = inhibition, hits mostly inhibitors; 330,000 tested, 2.3% active; further: potency means the concentration at half of the fitted maximal effect; on the % scale 0 is the no-effect control and ±100 the full control effect; nearly all actives have a fitted effect of over 55% in size
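Quantitative HTS, concentration-response format. 2,000 cells/well co-treated with 5-fluorouridine and compound, 16 hr in 5% CO2 at 37 °C; ONE-Glo luminescence read after 30 min.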
A-T KAP1 phos: candidate therapy for ataxia-telangiectasia; […] A-T fibroblasts, KAP-1 phosphorylation AlphaLISA; neocarzinostatin DNA damage 30 min before lysis; 320,000 tested, 0.19% active; AID 485349; Potency, µM (highest dose often 57.5 µM), without a hit: top-dose activation, hits mostly activators; further: potency means the concentration at half of the fitted maximal effect; % of control where 0% means no effect; nearly all actives have a fitted effect of over 45% in size
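hTERT-immortalized A-T patient fibroblasts ([…]), 500 cells/well in OPTI-MEM, 1% FBS, got compounds for 60 min, then NCS for 30 min at 37C. Lysates were then assayed for phospho-KAP-1 by AlphaLISA (anti-pKAP1 donor, anti-KAP1 acceptor beads), 6 hr at 25C.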
The depositor's hits bear a star; ? = inconclusive; . = no result given; & = joins results of further samples; [ ] = remark or other dose. Unless noted, the call rests on the fitted dose curve; in most records, active means well fitted curve in the direction sought with a large enough effect; inconclusive means small, poorly fitted or top-dose-only effect, or another doubt; inactive means no such curve, though single readings can be large; an effect the other way counts as inactive or inconclusive. An excerpt; rates above refer to the full screens.

Results follow in this order: KCNH2 WT inh | TSHR antag | TRPV1 agonist | Eya2 phos inh | USP2a block | KCNH2 3.1 inh | Mito fusion act | TCR act | ELG1 repair inh | A-T KAP1 phos
O=C(Cc1ccc(F)cc1)Nc1c2c(nn1-c1cccc(Cl)c1)CS(=O)C2 (stereo not drawn)
    13.9 | -6.1 | 0.3 | -7.1% | -1.8% | 8.8 | -5.3% | -6.2% | -5.8% | 3.1%
COc1ccc2oc(C(=O)OCC(=O)N(CC(C)C)c3c(N)n(Cc4ccccc4)c(=O)[nH]c3=O)c(C)c2c1
    -2.1 | 12.3 | -1.8 | 7.1% | 0.9% | 21.9 | 1.3% | -0.9% | ? | -7.5%
COc1ccc(Cc2nc3ccc(C(=O)NCCn4cccn4)cc3o2)cc1
    -4.6 | -4.2 | 6.4 | -1.4% | -1.1% | -0.5 | -0.7% | 8.2% | -24.9% | -2.7%
COc1cccc(-c2c(C(=O)N/N=C/c3sccc3C)nnn2-c2nonc2N)c1
    -10.2 | -9.9 | 1.5 | 8.5% | 2.7% | 12.7 | 9.4% | 4.5% | ? | 6.0%
COC(=O)C1=C(NC(=O)c2ccc(C)c(C)c2)CCS1
    28.9 | -14.6 | 3.5 | 16.6% | 1.8% | 0.0 | 4.2% | 2.6% | 29.4% | 0.0%
Cc1ccc(C)c(NC2=NS(=O)(=O)c3ccccc32)c1
    4.6 | -11.0 | -0.4 | 12.3% | 3.3% | 11.8 | 6.0% | -5.8% | -11.2% | 0.7%
Cc1cccc(NC(=O)Cn2cc(C=O)c3ccccc32)c1
    4.4 | -23.7 | 2.4 | 3.2% | 1.9% | 18.2 | 9.1% | 2.0% | -5.6% | 10.9%
COc1cc(OC)cc(C(=O)N2CCN(C(=O)c3cccc(F)c3)CC2)c1
    0.5 | . | 3.8 | . | . | -0.9 | 1.1% | -2.9% | . | .
CCNC(=O)COc1ccc(S(=O)(=O)Nc2ccccc2)cc1
    -11.9 | 14.0 | -0.8 | -15.8% | 3.1% | 3.6 | 0.6% | 0.7% | -0.2% | 0.0%
COc1ccc(NC(=O)O/N=C/c2ccc(N(C)C)cc2)cc1
    -7.0 | -3.8 | 4.4 | -21.3% | 1.2% | -4.0 | 1.7% | -0.1% | 29.3% | -1.8%
O=S(=O)(c1cccc2cccnc12)N1CCOCC1
    -5.0 | 12.8 | -1.7 | 12.1% | 3.8% | 13.4 | -1.0% | -2.3% | 0.0% | 2.5%
CSCCC(NC(=O)OCc1ccccc1)C(=O)NCc1cccnc1 (stereo not drawn)
    1.3 | 12.8 | 2.4 | 16.7% | -1.3% | -6.9 | -6.0% | -9.2% | 15.3% | -5.5%
CC(C(=O)NC1CCCC1)N(C(=O)c1snc(C(N)=O)c1N)c1ccc2c(c1)OCCO2 (stereo not drawn)
    -3.7 | -0.5 | 2.3 | 0.6% | 1.0% | -4.0 | 2.7% | 0.4% | -16.8% | -9.5%
CCc1ccc2oc(C(=O)Nc3cccnc3)c(C)c2c1
    4.4 | 1.0 | 89.2* | -7.0% | -1.5% | -5.7 | 9.9% | -0.8% | ? | -1.5%
CC(CCc1ccccc1)NC(=O)c1ccccc1Cl (stereo not drawn)
    -6.0 | 2.9 | 2.7 | 5.5% | 2.2% | -2.7 | 3.3% | 3.1% | ? | -5.4%
O=C(NCCCCc1ccccc1)Nc1ccc(F)cc1F
    20.1 | -10.6 | ? | 6.0% | 0.9% | 5.5 | -0.5% | 1.8% | ? | 10.6%
C=CCNC(=O)C(C)N1C(=O)c2ccccc2C1=O (stereo not drawn)
    1.7 | 3.8 | -3.6 | 8.5% | -7.3% | 6.0 | 0.1% | -5.5% | 14.4% | -4.8%
O=C(NN1C(=O)c2ccccc2C1=O)C1CCCCC1
    2.6 | 2.4 | 1.0 | 10.0% | 0.3% | -4.1 | 0.4% | 6.4% | 3.4% | 0.1%
COc1ccc(-c2nn(CCC(=O)O)cc2CCC(=O)O)cc1
    5.3 | 7.7 | -3.3 | 24.9% | 2.2% | 0.5 | -1.2% | 3.1% | -5.9% | 1.3%
CC(/C=C/c1ccccc1)=N\Nc1nc2c(c(=O)[nH]c(=O)n2C)n1CCO
    2.9 | -4.0 | -1.3 | -5.2% | -0.7% | -16.9 | 3.2% | 1.0% | 7.7% | -3.0%
Clc1ccc2nc(CSCc3ccccc3)cn2c1
    -0.7 | -5.9 | ? | 7.6% | 1.2% | -6.4 | -2.7% | . | ? | 7.0%
CC(C)C(CCN1C(=O)c2ccccc2C1=O)c1ccco1 (stereo not drawn)
    1.9 | -14.9 | 11.1 | -14.9% | 0.2% | . | 2.8% | -0.2% | -4.8% | -1.6%
O=C(N1CCCC1)C12CC3CCC(CC(C3)C1)C2
    1.1 | -9.8 | 18.4 | 6.5% | 10.8% | -21.0 | 14.8% | 3.6% | 10.4% | 0.0%
Cc1cc(-c2cc(-c3ccc(Cl)cc3)nc(N)c2C#N)co1
    -2.0 | -16.0 | . | -4.2% | -0.1% | -7.0 | -3.5% | 1.7% | -1.1% | 10.1%
Cc1ccc(C(=O)CC(C(=O)O)c2cn(CCC#N)c3ccccc23)cc1 (stereo not drawn)
    3.8 | 10.0 | . | -9.6% | 1.1% | 6.4 | -4.5% | -2.8% | 7.4% | 6.2%
CCOc1ccc(/C=C/C(=O)NCc2ccccc2)cc1
    -1.1 | -5.2 | ? | 2.5% | 2.2% | 10.5 | -8.6% | -3.0%[46.1 µM] | ? | 2.5%
CCOC(=O)c1c(C)n(C)c2ccc(OC(C)=O)cc12
    -18.9 | -11.2 | -1.0 | -7.7% | 0.5% | . | -0.5% | 4.1%[46.1 µM] | 19.6% | .
CCN(Cc1ccccc1)C(c1cc2cc(C)ccc2[nH]c1=O)c1nnnn1CCOC (stereo not drawn)
    0.3 | -9.8 | 0.5 | 10.9% | 3.2% | -11.7 | 1.6% | -3.9% | -18.2% | 4.9%
COC(=O)[C@@H](NC(=O)NCc1ccco1)C(C)C
    -0.8 | 4.6 | 5.5 | -7.3% | 0.7% | -8.3 | -3.0% | . | 7.7% | -0.1%
O=C(C[n+]1cc[nH]c1)c1ccc(Cl)cc1
    -13.7 | 3.3 | -0.9 | -9.6% | 0.5% | 7.3 | -4.0% | . | 9.1% | 11.1%
O=[N+]([O-])c1ccc(Oc2cccc3cccnc23)c([N+](=O)[O-])c1
    -3.4 | 16.1 | 1.9 | -0.2% | 0.6% | -22.4 | 13.0% | -1.4% | -0.9% | -8.7%
c1ccc(Sc2ncnc3c2oc2ccccc23)nc1
    -4.7 | 2.4 | -1.1 | 24.8% | -0.8% | -2.2 | -4.3% | -4.9% | ? | -3.7%
Cc1nnc(C)n1/N=C/c1ccccc1
    3.5 | 2.4 | -0.4 | -7.6% | 0.6% | 10.5 | 0.3% | 4.0% | -0.8% | -5.5%
O=C(CSc1nc2ccccc2n1S(=O)(=O)c1cccc([N+](=O)[O-])c1)NCc1cccs1
    -29.5 | 0.8 | 0.8 | 2.6% | 4.9% | -28.3 | -5.1% | 2.8%[46.1 µM] | ? | 0.4%
COc1cc(/C=N/NC(=O)c2ccncc2)ccc1O
    8.0&-10.5 | 5.2&4.2 | 9.3&2.6 | -6.0%&5.5% | -4.2%&-0.3% | 7.0&-12.1 | 0.5%&-4.1% | 4.2%&2.5% | ? | -14.4%&-2.8%
O=c1cc(-c2ccccc2)[nH][nH]1
    1.9 | -8.8 | -1.4 | 2.5% | 0.6% | -0.2 | -2.4% | -0.9%[46.1 µM] | 9.2% | 0.7%
O=C(NN1CC(=O)N(c2cc(Cl)cc(Cl)c2)CC1=O)c1sccc1Cl
    -16.5 | 2.0 | 4.6 | -8.2% | -1.3% | -2.7 | -1.6% | 1.0% | -16.2% | 3.0%
C#CCOCCOCCOCCNc1nc(N2CCN(C(=O)CCCCCCCCCCNC(=O)Cn3cc(CCCCCN)nn3)CC2)nc(N2CCN(C(=O)CCCCCCCCCCNC(=O)[C@@H]([C@H](C)O)n3cc(C)nn3)CC2)n1
    . | 4.5 | -1.6 | -13.5% | -3.7% | . | -5.2% | 3.6% | ? | 8.7%
COc1ccc2nc(NC(=O)C3CCCO3)sc2c1 (stereo not drawn)
    2.4 | -16.0 | 6.6 | -2.9% | 0.3% | 5.6 | 3.4% | -2.1% | ? | -1.3%
COc1cccc(COC(=O)C2CCN(S(=O)(=O)c3ccc(F)cc3)CC2)c1OC
    -3.2 | 7.1 | 8.0 | -4.1% | -1.6% | 1.7 | 14.0% | -2.3% | -3.8% | 19.6%
CCCCCC(=O)Nc1nc(C)c(-c2csc(Nc3ccc(Cl)cc3)n2)s1
    2.0 | -10.2 | 0.2 | 10.9% | -0.6% | 10.7 | -2.9% | 1.9% | ? | -6.3%
O=C(CSc1ncccn1)N1CCCc2ccccc21
    15.7 | -2.2 | -1.1 | 4.3% | -0.6% | 14.1 | 2.5% | 2.3% | ? | -4.1%
O=C(CSC1=NCCS1)c1ccc(Cl)cc1
    -3.3 | 12.6 | -0.5 | 1.2% | 0.1% | 0.1 | 1.6% | 8.8% | ? | -25.6%
